Bioassay records deposited in PubChem BioAssay by The Scripps Research Institute Molecular Screening Center.
M1 ag – human M1 muscarinic receptor agonism. 360,000 compounds, 0.33% hits. activation, % at 3 µM. CHO-K1 hM1, Fluo-8 calcium fluorescence, agonist mode; 0% DMSO, 100% acetylcholine EC100. P11229;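 active = activation above the run's mean compound activation plus 3 SD, cut at about 16% in these data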;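 note: peak over basal fluorescence ratio within a 140 s kinetic read after compound addition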
Target sequence (P11229 whole entry, looked up): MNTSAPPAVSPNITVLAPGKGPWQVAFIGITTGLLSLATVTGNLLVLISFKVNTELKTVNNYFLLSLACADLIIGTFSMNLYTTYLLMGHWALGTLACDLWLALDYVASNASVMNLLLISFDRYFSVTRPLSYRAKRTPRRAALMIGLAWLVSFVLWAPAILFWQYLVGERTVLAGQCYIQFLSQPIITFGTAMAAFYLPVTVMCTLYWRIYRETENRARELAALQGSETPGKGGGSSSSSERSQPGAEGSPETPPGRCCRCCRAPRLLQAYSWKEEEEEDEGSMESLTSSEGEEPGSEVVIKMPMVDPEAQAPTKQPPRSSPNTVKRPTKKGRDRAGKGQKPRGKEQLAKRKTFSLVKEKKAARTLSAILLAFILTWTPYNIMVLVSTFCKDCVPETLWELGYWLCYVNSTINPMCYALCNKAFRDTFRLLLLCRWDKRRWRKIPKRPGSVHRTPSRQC
CHO-K1 Ca antag – M1 antagonist counterscreen hit in parental CHO-K1 cells; 360,000 compounds, 0.6% hits; AID 602250; inhibition, % at 3 µM; ATP-induced calcium, Fluo-8 fluorescence;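 active = inhibition above a per-plate cutoff, the plate's mean sample inhibition plus 3 SD, cut at about 24% in these data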;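 note: 0% = DMSO plus EC80 ATP and 100% = DMSO alone without ATP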
CHO-K1 Ca ag – M1 agonist counterscreen hit in parental CHO-K1 cells. Fluo-8 calcium fluorescence; scaled to maximal ATP response, vehicle zero. activation, % at 3 µM. AID 602248. 360,000 compounds, 0.48% hits; in the data active = activation above about 15%;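 note: untransfected CHO-K1 host cells lacking M1 receptor as counterscreen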
M1 antag – antagonists of human M1 muscarinic receptor; inhibition, % at 3 µM; CHO-K1 hM1, Fluo-8 calcium fluorescence, ACh EC80 antagonist; P11229; 360,000 compounds, 1.3% hits;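 active = percent inhibition above its own plate's cutoff, namely the mean of that plate's compound wells plus 3 SD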;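 note: peak over basal fluorescence ratio during 140 s after agonist addition; 0% = ACh EC80 plus DMSO and 100% = DMSO alone without agonist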
M4 ag – agonists of human muscarinic M4 receptor (CHRM4). activation, % at 3 µM. CHO-K1 hM4/Gqi5, Fluo-8 calcium fluorescence; vehicle 0%, full acetylcholine response 100%. P08173. 360,000 compounds, 0.14% hits;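 active = activation above the run mean over all test wells plus 3 SD, cut at about 32% in these data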;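 note: peak over basal fluorescence ratio per well then scaled between controls; 0% = DMSO wells and 100% = acetylcholine at EC100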
Target sequence (P08173 whole entry, looked up): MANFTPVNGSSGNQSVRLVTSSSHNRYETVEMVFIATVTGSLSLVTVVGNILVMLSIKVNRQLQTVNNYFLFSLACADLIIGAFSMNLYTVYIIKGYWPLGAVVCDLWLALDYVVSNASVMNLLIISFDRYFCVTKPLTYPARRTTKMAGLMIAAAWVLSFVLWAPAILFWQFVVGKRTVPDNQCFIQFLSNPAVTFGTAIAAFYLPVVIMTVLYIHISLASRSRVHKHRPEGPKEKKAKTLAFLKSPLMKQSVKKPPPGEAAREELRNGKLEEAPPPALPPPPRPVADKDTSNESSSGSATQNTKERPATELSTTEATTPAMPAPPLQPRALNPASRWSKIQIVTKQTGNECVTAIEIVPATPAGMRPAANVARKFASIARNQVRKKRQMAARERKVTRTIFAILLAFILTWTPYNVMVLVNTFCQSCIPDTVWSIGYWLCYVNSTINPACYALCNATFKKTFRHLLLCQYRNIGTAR
CHO parental Ca – counter-screen for OX1R antagonists: effect in parental CHO cells. parental CHO-K1, ATP-induced calcium, Fluo-8 fluorescence. inhibition, % at 5.6 µM. 330,000 compounds, 0.63% hits. AID 463079;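 active = inhibition above that plate's mean sample inhibition plus 3 SD, cut at about 26% in these data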;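 note: 0% = ATP-challenged DMSO wells and 100% = DMSO wells without ATP; some compounds past the cut are filed as inactive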
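Assay system – parental CHO cells · Reagent – ATP stimulus · Detection – intracellular calcium via Fluo-8 no-wash fluorescent dye · Evaluation – percent inhibition of ATP-evoked calcium rise, normalized to controls · Controls – ATP wells versus no-ATP DMSO wells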
M1 PAM – positive allosteric modulators of human M1 muscarinic receptor; activation, % at 3 µM; 360,000 compounds, 0.088% hits; P11229; AID 588819; CHO-K1 hM1, Fluo-8 calcium fluorescence, ACh EC20; 0% = ACh EC20, 100% = maximal ACh; in the data active = activation above about 19%, passing the limit was not always enough
M4 antag – blocks acetylcholine activation of human M4 receptor | P08173 | CHO-hM4 cells, ACh EC80, Fluo-8 calcium fluorescence | inhibition, % at 3 µM | 360,000 compounds, 0.73% hits;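 active = inhibition above its plate's cutoff, the mean inhibition of sample wells plus 3 SD, cut at about 27% in these data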;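 note: 0% = acetylcholine EC80 with DMSO and 100% = DMSO without agonist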
OXTR potentiator – potentiators of human oxytocin receptor; P30559; AID 2445; 320,000 compounds, 0.061% hits; CHO-OTR cells, Fluo-8 calcium fluorescence, potentiator mode; 0% = oxytocin EC15, 100% = EC100; activation, % at 3 µM;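 active = activation above that plate's cutoff, the mean activation of tested compounds plus 3 SD, cut at about 6.6% in these data, passing the limit was not always enough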;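 note: 100% uses oxytocin at 75 nM as the full agonist control; some results filed as inactive read as strong as hits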
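Dosing: Single dose, 3.0 µM nominal final compound concentration | Material: Human OTR in CHO cells | Technique: Kinetic Fluo-8 calcium fluorescence | Benchmarks: EC15 oxytocin alone as 0%, 75 nM oxytocin as 100% | Probe or stimulus: Oxytocin at about EC15, sub-maximal agonist stimulus | Incubation: Compound 6 min at room temperature before oxytocin, 100 s read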
Starred values were filed as active, the others as inactive; · = no result given.

SMILES	CHO parental Ca	CHO-K1 Ca ag	M1 ag	M1 antag	M1 PAM	OXTR potentiator	M4 antag	CHO-K1 Ca antag	M4 ag
O=C(C1CCC(=O)N1C1CCCCC1)N1CCC2(CC1)OCCO2 (configuration not stated)	4	0.8	-5	-3	10	3	-1	-7	1
Cc1oc(-c2ccccc2)nc1CN1C(=O)CN=C(c2ccccc2)c2ccccc21	-15	1.5	-3	-4	0	-5	-6	10	8
COc1cccc(CNCCc2ccc(F)cc2)c1	-23	1.8	-7	-2	-2	-8	0	-8	2
CNP1(NC)=NC(C(F)(F)F)=NC(C(F)(F)F)=N1	-4	1.2	-3	-2	0	2	-11	-21	2
O=[N+]([O-])c1ccc(N2CCOCC2)c2ccncc12	-12	0.4	-2	3	2	-5	-5	-9	2
CCOC(=O)[C@]12Cc3cc(C)ccc3[C@H]1N(CCC(=O)OC)C(=O)c1cc(OC)ccc12	·	0.9	·	·	·	·	-6	-17	0
COC(=O)[C@@H]1C(OC(=O)c2ccccc2)CC2CCC1N2C (some centres not stated)	5	0.1	-4	-10	6	-1	-2	-14	1
O=c1[nH]c(=O)n(-c2cccc(F)c2)c(O)c1/C=C1\C=Nc2ccccc21	-6	0.7	1	0	2	-6	-16	-12	2
FC(F)(F)c1ccccc1NC1=NCCCS1	-5	0.6	-8	-11	6	0	-3	-22	-1
O=C1OC(c2ccc(Br)cc2)=N/C1=C\N1CC2CC(C1)c1cccc(=O)n1C2 (configuration not stated)	-17	-0.6	-8	8	-1	-4	5	-7	0
Nc1cc2nc3ccccc3nc2cc1N	-2	2.1	-2	-4	7	-2	4	-11	6
Cc1cc(N2CCOCC2)nc2ccc(NC(=O)CCC(=O)N3CCC4(CC3)OCCO4)cc12	-6	0.4	-4	-2	7	2	4	-4	0
COc1ccc(OC(=O)N(C)C[C@H]2OCc3cnnn3CCCC(=O)N([C@@H](C)CO)C[C@H]2C)cc1	·	-0.1	-1	-21	11	·	-21	-13	1
O=C(Cc1ccccc1)OCCNC(=O)c1cccnc1	1	0.8	-2	8	-3	-1	-3	-6	0
Cc1ccc(OCC(=O)N2CCN(C)CC2)c(Br)c1	-11	3.2	-5	-16	-1	-5	-5	3	0
C[C@]12CC(=O)CC1CCC1C2CC[C@@]2(C)C1CC[C@@H]2O (some centres not stated)	-4	4.5	0	23	-12	-2	-7	-7	11
COC1CCC(OC2CC(C3(C)CCC4(CC(O)C(C)C(C(C)/C=C(\C)C(=O)C(C)CC(C)C(=O)O)O4)O3)OC3(OC(C4OC(O)(CO)C(C)CC4C)CC3C)C2C)OC1C (configuration not stated)	·	0.7	2	-7	2	·	2	-15	1
Cc1ccc(S(=O)(=O)N(C)C)cc1NC(=O)C(C)[N+]12CCN(CC1)CC2 (configuration not stated)	5	0.3	-10	-4	6	-7	3	-3	0
Cc1ccc(/C=C2/C(=O)NC(=O)N(CCc3ccc(F)cc3)C2=O)o1	-5	2.5	4	7	3	-8	1	-3	4
COC(=O)C1C2c3ccccc3OC1(C)N=c1s/c(=C/c3cnn(C)c3C)c(=O)n12 (configuration not stated)	-8	1.0	-1	-12	8	-3	1	-1	2
CCn1nc(-c2ccccc2)nc2c(=O)n(C)c(=O)nc1-2	-7	2.6	3	9	1	-7	5	11	7
CCC(=O)N1CC(=O)Nc2ccc(Cl)cc2C1c1ccc(F)cc1 (configuration not stated)	-14	0.3	0	4	-2	-8	2	-8	1
CC1CN2c3ccc([N+](=O)[O-])cc3CC3(C(=O)N(C)C(=O)N(C)C3=O)C2C(C)O1 (configuration not stated)	-3	0.1	1	3	5	3	-2	22	0
CC(C)CC(C)N (configuration not stated)	-6	-0.2	-1	4	-3	3	-1	-3	1
N[C@@H](Cc1c[nH]c2ccccc12)c1nnc(SCc2c(F)cccc2Cl)o1	-11	1.4	1	-2	7	-6	12	-9	3
C=CCN1C(=O)C2(C(C(=O)OCC)=C(N)Oc3c2c(=O)oc2ccccc32)c2ccccc21 (configuration not stated)	-14	0.2	-4	3	0	-9	11	22	1
O=C(COc1ccc(S(=O)(=O)N2CCCCC2)cc1)N1CCN(Cc2ccccc2)CC1	-20	2.8	1	-10	-11	-13	-2	-1	5
Cc1ccc(Cl)cc1N1CCN(CCN)CC1	-7	1.0	-2	1	2	0	-1	0	3
O=C(NCC(c1cccnc1)N1CCN(c2ccc(F)cc2)CC1)Oc1ccccc1 (configuration not stated)	-15	1.6	-5	11	-6	0	4	-8	2
Cc1ccc(-c2nc3ccccc3c(=O)n2-c2ccccn2)cc1	-15	0.6	-7	-10	6	-6	3	-16	1
CC(=O)N1CCN(CCN=Cc2c(O)n(-c3ccc(F)cc3)c(=S)[nH]c2=O)CC1	3	0.1	-2	22	-11	0	2	-4	2
CCN1CCN(C(=O)COc2ccc(S(=O)(=O)N3CCOCC3)cc2Cl)CC1	-13	0.6	-10	-9	6	-1	-16	-12	1
O=P(CCl)(Nc1ccccc1)C(Cl)(Cl)Cl (configuration not stated)	3	0.3	-5	2	0	-12	-7	-3	0
Cc1ccc(OCC(=O)N2CCN(Cc3cccnc3)CC2)cc1	-10	-0.1	-6	2	2	-2	2	2	0
Cc1cc(NC(=O)CCl)on1	0	0.0	-3	-12	8	0	2	-7	0
COC(=O)C1=C(c2cccc(OCc3ccccc3)c2)C[C@@H]2CC[C@H]1N2C(=O)NCc1ccc(C(F)(F)F)cc1	-30	0.9	-3	9	-2	-6	0	-15	5
CC(C)[C@H](NC(=O)N1C[C@H]2C[C@@H](C1)c1cccc(=O)n1C2)C(=O)Nc1ccccc1F	-7	0.5	-3	-13	10	-2	-5	-6	1
C=C1N2CCC(CC2)C1(O)c1ccc(C)c(C)c1 (configuration not stated)	-1	-0.1	-4	72*	-22	-11	5	6	1
CN(Cc1cccc(-c2cccnc2)c1)C(=O)Oc1ccc([N+](=O)[O-])cc1	·	12	·	·	·	·	11	-7	13
O=[N+]([O-])c1cccc(O)c1	-9	6.9	1	8	-11	-5	1	-5	13
CC(C)Oc1cccc(NC(=O)c2cccn(Cc3ccc4c(c3)OC(F)(F)O4)c2=O)c1	-20	0.6	-1	11	-3	-2	-8	-4	1
Cc1ccccc1CCNCc1ccc(Br)cc1	-5	1.4	-9	0	-5	-5	-18	-13	8
O=C1CN(O)C(c2ccccc2)=c2cc(Cl)ccc2=N1	-9	1.3	-4	-1	1	-1	10	-14	1
CC1=C(C/C(C)=C/c2ccccc2)/C(=C/CO)[C@@H]2OC(=O)O[C@]2(C)C12CC2	-19	-0.1	-8	0	-2	-9	1	-17	-1
C=C(C)c1cccc(C(C)(C)NC(=O)NC2CN3CCC2CC3)c1 (configuration not stated)	6	1.7	-5	8	-1	-10	-2	-19	0
CCN(CC)CCCN=Cc1c(O)n(Cc2ccc(F)cc2)c(=O)[nH]c1=O	-18	2.0	-4	-3	8	-5	0	-4	7
O=C1Nc2cc(C(=O)N3CCC4(CC3)OCCO4)ccc2S/C1=C\c1ccccc1	-24	1.9	0	0	5	-11	-1	-20	2
CN(Cc1cccc(-c2ccncc2)c1)C(=O)Oc1ccc([N+](=O)[O-])cc1	·	11	·	·	·	·	23	15	13
COc1ccccc1C1=NCc2nnc(C)n2-c2ccc(Cl)cc21	-1	0.6	-6	11	-4	7	-7	31*	9
COC(=O)C1=C(c2cccc(C#N)c2)C[C@@H]2CC[C@H]1N2C(=O)NCCO	-6	-0.3	-1	6	1	7	-5	5	1

New compounds follow
SMILES	CHO parental Ca	CHO-K1 Ca ag	M1 ag	M1 antag	M1 PAM	OXTR potentiator	M4 antag	CHO-K1 Ca antag	M4 ag
CN1C(=O)C(=Cc2ccc(N3CCCCC3)o2)C(=O)N(C)C1=S	6	5.4	4	7	-5	-1	10	9	4
CN1CCc2cc(O)cc3c2[C@H]1Cc1ccc(O)c(O)c1-3	11	0.1	-4	-14	5	-2	8	4	1
COc1ccc(C(=O)C2CCCN(Cc3cnc(C)s3)C2)cc1OC (configuration not stated)	-7	-0.1	-10	5	-10	-4	5	5	1
CC(=O)OC1CC[C@@]2(C)C(=CC(=O)C3C4CCC(OC(C)=O)[C@@]4(C)CCC32)C1 (some centres not stated)	-8	0.3	-3	-5	2	-4	3	4	1
O=C1NC(=O)C2(CCCc3ccc(N(CCCl)CCCl)cc32)N1 (configuration not stated)	·	0.6	-1	-14	4	·	1	-7	0
Clc1cnc(Oc2ccc(Oc3ncc(Cl)cc3Cl)cc2)c(Cl)c1	1	0.2	0	-11	7	-2	2	-10	1
CCOC(=O)[C@]1(C#N)[C@@H]2C=CC(C(C)=O)=CN2[C@@H](C(N)=O)[C@@H]1c1ccsc1	-21	0.7	-4	-16	7	-9	3	-14	1
COC(=O)C1=C(c2ccc(OC)c(OC)c2)C[C@@H]2CC[C@H]1N2C(=O)NCCOc1ccccc1	-22	-0.6	-3	-2	8	-2	-5	-9	-1
CCOc1cc2c(cc1OCC)-n1cccc1C(c1cc(OC)ccc1F)NC2 (configuration not stated)	-24	1.0	-7	3	4	-1	8	-14	0
C/C(=N\Nc1ccccc1)c1c(O)[nH]c(=O)[nH]c1=O	-2	0.1	-3	-19	11	-2	-10	-2	0
CC(Cl)(Cl)/C(=N/P(=S)(N1CCOCC1)N1CCOCC1)N1CCOCC1	-7	0.9	-5	-10	1	-5	-9	-11	2
COC(=O)C1=C(c2cccc(C#N)c2)C[C@@H]2CC[C@H]1N2C(=O)N1CCC(C)CC1	-26	-1.4	-5	-7	6	-6	-16	-5	2
COc1ccc2c(c1)c(C(=O)CN1CCC3(CC1)OCCO3)c(C)n2Cc1ccccc1	-27	-0.1	-6	13	-7	-7	4	9	1
O=Cc1cn(Cc2ccc(Br)cc2)c2ccccc12	-23	6.5	-4	-8	-1	-9	-1	-10	6
CN1CCN(CC(=O)Nc2ccc([N+](=O)[O-])cc2C(=O)c2ccccc2)CC1	1	0.3	-9	1	-2	-7	0	6	1
CCOCCN1CCN(c2nnc3n2-c2ccc(Cl)cc2C(c2ccccc2Cl)=NC3)CC1	-40	1.1	-3	-1	3	-13	0	-4	2
CCN1C[C@]2(COC(=O)c3ccccc3N)CC[C@H](OC)C34[C@@H]5C[C@H]6[C@H](OC)[C@@H]5[C@](O)(C[C@@H]6OC)[C@@](O)([C@H]13)[C@@H](OC)[C@@H]42	-13	0.1	-3	-23	14	-2	-17	-6	2

Some of the compounds tested (hit frequency here may not be typical).
